Screening results deposited in PubChem by The Scripps Research Institute Molecular Screening Center.
SRC1 TRFRET art – TR-FRET detection interference compounds, primary screen, artefact control for PPARgamma SRC-1 recruitment agonists, biochemical, TR-FRET emission ratio. TR-FRET detection artefact counter-screen; active compounds read high. TR-FRET ratio at 8 µM. actives 0.34% (n = 99,000). AID 1051, 2008; in the data active = TR-FRET ratio above about 2300; note: inactives centre near 1800
SRC3 TRFRET art – TR-FRET detection interference compounds, artefact control for PPARgamma SRC-3 recruitment agonists, biochemical, TR-FRET ratio. TR-FRET artefact counter-screen, PPARgamma/SRC-3 format; active compounds read high. TR-FRET ratio at 8 µM. actives 0.39% (n = 99,000); in the data active = TR-FRET ratio above about 2000; note: inactives centre near 1600
* hit, by the source's call; i = inactive. The list is partial; count on the stated rates, not on these rows.

Below each SMILES: SRC1 TRFRET art	SRC3 TRFRET art
Cc1cccc(C(=O)NNc2ncnc3c2cnn3C)c1
  1780	1581
CCC(C)c1ccc(NC(=S)NCc2ccccc2OC)cc1 (centres undefined)
  1632	1643
COc1ccc(-c2nnc3n2N=C(c2cccc(Br)c2)CS3)cc1OC
  1767	1423
COc1ccc(Cc2nnc(NC(=O)CSc3ccc(Cl)cc3)s2)cc1OC
  1729	1501
CC(=O)c1ccc(NC(=O)COC(=O)c2nc(Cl)ccc2Cl)cc1
  2034	1575
COc1ccc(C(C(=O)NC2CCCC2)N(C(=O)c2ccoc2C)c2ccccc2)cc1 (centres undefined)
  1770	1422
Nc1ccc(NC(=O)NC2CCCCC2)cc1[N+](=O)[O-]
  1690	1568
CC(C)Cn1c(N)c(C(=O)COC(=O)C2CCCCC2)c(=O)n(C)c1=O
  1798	1644
O=C(Nc1nc(-c2cccs2)cs1)c1ccc(Cl)s1
  1749	1707
O=C(NCc1nc(-c2ccccc2)no1)Nc1ccc(F)cc1
  1664	1476
O=C(CSc1ccc(-c2ccco2)nn1)c1ccccc1
  1791	1606
O=C(Nc1ccc(Br)cc1F)c1cccnc1
  1883	1495
CCOc1ccc(NC(=O)CN2C(=O)NC(CCSC)C2=O)cc1 (centres undefined)
  1838	1574
COc1ccccc1C(=O)Nc1ccc2nc(SCC(=O)N(C)C)sc2c1
  1795	1624
O=C(NCc1ccc(F)cc1)c1cc2ccccn2n1
  1853	1507
CCCCCOc1ccc(C(=O)OCC(=O)Nc2cc(C)c(C)cc2[N+](=O)[O-])cc1
  1957	1589
COc1cc2c(cc1OC)CN(c1nc(-c3cccnc3)nc3ccccc13)CC2
  1690	1712
O=C(c1cc2nc(-c3ccc(Cl)cc3)cc(C(F)(F)F)n2n1)N1CCOCC1
  1735	1659
CCOC(=O)c1cc2c(=O)n3ccccc3nc2n(C(C)C)c1=NC(=O)c1c(-c2ccccc2Cl)noc1C
  1771	1509
CCCCCCN(C(=O)CCCCCN1C(=O)NC(c2ccc(-c3ccccc3)cc2)C(C(=O)OCc2ccccc2)=C1C)C(C(=O)NCCCC)c1ccc(O)cc1 (centres undefined)
  1543	1316
Cc1ccc(NC2c3ncccc3C(=O)N2Cc2ccco2)c(C)c1 (centres undefined)
  1947	1528
CCOC(=O)C1CCN(C(=O)c2ccccc2NC(=O)c2ccc(Br)cc2)CC1
  1752	1961
Cn1cc2ccc(N)cc2n1
  1741	1686
O=c1c2ccccc2[nH]c(=S)n1Cc1cccnc1
  1956	1596
O=C(COC(=O)CCSc1ccccc1)NCc1ccccc1
  1906	1665
COc1ccc(Br)cc1/C=N/NC(=O)c1ccc(OC)c(OC)c1
  1732	1553
CC(=O)C1=C(C)NC(SCC(=O)c2ccc(F)cc2)=C(C#N)C1CC(C)C (centres undefined)
  1687	1859
O=C(Nc1ccc(-c2nc3ccccc3[nH]2)cc1)c1c(F)c(F)c(F)c(F)c1F
  1839	1736
CCCNC(=O)Cc1c(OC)ccc2cc(Br)ccc12
  2161	1899
Cc1ccc2c(=O)oc(N(C)C)nc2c1
  1733	1303

Fetched by compound from above:
Below each SMILES: SRC1 TRFRET art	SRC3 TRFRET art
CCCCCCN(C(=O)CCCCCN1C(=O)NC(c2ccc(-c3ccccc3)cc2)C(C(=O)OCc2ccccc2)=C1C)C(C(=O)NCCCC)c1ccc(O)cc1 (centres undefined)
  1543	1316
CCCNC(=O)Cc1c(OC)ccc2cc(Br)ccc12
  2161	1899
COc1ccc(Cc2nnc(NC(=O)CSc3ccc(Cl)cc3)s2)cc1OC
  1729	1501
O=C(CSc1ccc(-c2ccco2)nn1)c1ccccc1
  1791	1606

(cont.)
Below each SMILES: SRC1 TRFRET art	SRC3 TRFRET art
CCc1cc2c(=O)c(-c3ccc4c(c3)OCCO4)c(C)oc2cc1OS(C)(=O)=O
  1603	1340
Cc1cc(OCC(=O)Nn2cnnc2)ccc1Br
  1649	1585
Cn1c(=O)n(Cc2ccco2)c(=N)c2c3c(sc21)CCCC3
  1821	1513
CN(Cc1ccccc1)C(=C(Cl)Cl)C(=C1NCCN1)[N+](=O)[O-]
  2028	1721
CC[n+]1c(C)cc(C)n1-c1ccccc1
  1748	1650
Cc1cc(C(=O)CSc2nnc(-c3ccco3)o2)c(C)n1CC1COc2ccccc2O1 (centres undefined)
  1926	1503
Cc1nnc(SCc2ccccc2Cl)n(N)c1=O
  1673	1565
C/C(=N\NC(=O)COc1cc(C)cc(C)c1)c1ccc(N2CCOCC2)cc1
  1946	1652
Cn1c(=O)[nH]c(=O)c2c1nc(N1CCCCCC1)n2CCCSc1nnnn1-c1ccccc1
  1820	1728
C=CCn1c(-c2csc(-c3ccc(OC)c(OC)c3)n2)n[nH]c1=S
  2209	1975
O=C(CSc1n[nH]c(-c2ccccc2)n1)Nc1ccc(N2CCOCC2)cc1
  1851	1458
CN(C)C(=S)Nn1c(-c2ccccc2)nc2ccccc2c1=O
  1675	1458
COc1ccc(C)cc1NC(=O)CCS(=O)(=O)c1ccc2c(c1)CCN2C(C)=O
  1753	1513
COc1ccc(-c2csc(Nc3ccccc3)n2)cc1
  2170	1562
CC1CCCN(c2nc(-c3cccnc3)nc3scc(-c4ccccc4)c23)C1 (centres undefined)
  1700	1519
O=C(Cn1cncn1)N/N=C/c1ccc(Cl)cc1
  1776	1539
COc1cc(/C=N\NC(=O)CC(=O)NCCc2ccccc2)ccc1O
  1744	1686
COCc1c(C)cc(C)c(/C=N/O)c1C
  1749	1620
CC(=O)Oc1c(/C=C(\C#N)C(N)=O)[nH]c2ccccc12
  1870	1629
CC(/C=C/C=C/c1ccccc1)=N\NC(=O)c1cccnc1
  2024	1498
CCOc1cc(N2CCOCC2)c(OCC)cc1NC(=O)CN1C(=O)NC(C)(C2CC2)C1=O (centres undefined)
  1820	1629
CCN1CCN(C(CC(C)C)c2nnnn2CS(=O)(=O)c2ccc(C)cc2)CC1 (centres undefined)
  1530	1543
Cc1cccc(C(=O)OCC(=O)NCC(C)C)c1O
  1942	1516
CC(=O)Nc1ccc(S(=O)(=O)Nc2nc3ccccc3nc2-n2ccc(=NC(=O)c3ccc(F)cc3)cc2)cc1
  1829	1563
S=C(Nc1ccccc1Cl)N1CCOCC1
  1687	1655
Cc1ccc(NC(=O)CSc2nnc3n2CCCCC3)cc1
  2046	1717
CC(=O)c1ccc(NC(=O)c2noc3c2CCC3)cc1
  1877	1702
CCCNS(=O)(=O)c1ccc(CCC(=O)NCCc2ccc(OC)c(OC)c2)cc1
  1670	1812
O=C(CNc1c(Br)cc(Br)cc1Br)NN=C1CCCCC1
  1881	1558
CCO[C@@H]1OC(C(=O)N2CCN(Cc3ccccc3)CC2)=C[C@H](c2ccccc2)[C@H]1CCCO
  1762	1541
O=C(NCC1CCCO1)c1ccc2c(=O)n(-c3ccc(F)cc3)c(=S)[nH]c2c1 (centres undefined)
  1613	1669
CCOC(=O)Nc1cccc(NC(=O)c2ccccc2F)c1
  2378*	1632
CN(CCO)CC(O)Cn1cnc2c1c(=O)n(C)c(=O)n2C (centres undefined) (tested in a mixture with another compound)
  i	i
Cc1ccc(C(=O)NCCN2C3=NC[C@@H](Cc4ccccc4)N3C[C@H]2Cc2ccc(O)cc2)cc1Br
  1649	1572
O=c1c(Oc2ccccc2F)coc2cc(OCc3cnn(-c4ccccc4)c3)ccc12
  1788	1413
CC1(C)CC(=O)C2=C(C1)Nc1ccccc1NC2c1cccs1 (centres undefined)
  1721	1604
Cn1c(SCc2c(F)cccc2Cl)nc2c(c1=O)SCC2
  1576	1416
CCOc1cccc(/C(O)=C2/C(=O)C(=O)N(CCN3CCOCC3)C2c2ccncc2)c1 (centres undefined)
  1776	1534
CC1=NN(c2ccc(Cl)c(C(=O)O)c2)C(=O)/C1=C\c1ccc(-c2ccc(C(=O)O)cc2)o1
  1787	1678
O=c1c2ccccc2nc(SCCN2CCCCC2)n1CCc1ccccc1
  1510	1291
O=C(N/N=C/C(c1ccccc1)c1ccccc1)c1ccccc1F
  1800	1778
CS(=O)(=O)N(Cc1ccc(C(=O)N2CCc3ccccc3C2)cc1)c1ccccc1
  1643	1490
C=CCNC(=O)c1c(Cl)cnn1-c1ccc(C)cc1
  1544	1531
COc1ccc2cc3cc(C(=O)NCCCN4CCc5ccccc5C4)sc3nc2c1
  1561	1509
CCCNC(=O)C(=O)NCc1ccccn1
  1649	1672
O=C(NC1CC1)C1=C[C@@H](C2CCCCC2)C[C@@H](OCCCCO)O1
  1931	1642
COc1ccc(C2=NN(C(=O)c3cccs3)C(c3ccccc3OC)C2)cc1OC (centres undefined)
  1443	1425
O=C(/C=C/c1ccccc1O)c1ccc(Cl)cc1
  1791	1801
CC(C)CC1NC(=O)N(CCCCN2C(=O)c3ccccc3C2=O)C1=O (centres undefined)
  1902	1466
CC1=C(C(=O)OCc2ccccc2)C(c2cccc([N+](=O)[O-])c2)NC(=O)N1CCCCCC(=O)O (centres undefined)
  1717	1439
Cc1cc(=O)[nH]c(SCn2nnc3ccccc3c2=O)n1
  1818	1580
CCc1ccccc1N(C(C)=O)c1nc(CN=C=S)cs1
  1844	1651
O=P(CCO)(c1ccccc1)c1ccccc1
  1715	1704
O=C1CCCN1CCCNC(=S)Nc1ccc(Cl)cc1Cl
  1836	1631
O=C(O)CCc1ccc(-c2cccs2)n1NC(=O)c1cccs1
  1825	1760
O=C(/C=C/c1ccccc1)NCC(=O)N/N=C/c1ccccc1[N+](=O)[O-]
  1869	1627
COc1ccc(/C=C(\NC(=O)c2ccc(OCC(C)C)cc2)C(=O)OCc2ccco2)cc1
  1606	1425
CC(C)C[C@H](NC(=O)c1nc[nH]c1C(=O)N1CCN(C(=O)OC(C)(C)C)CC1)C(=O)OC(C)(C)C
  1839	1679
COc1ccc(OC)c(/C=C2/Sc3ccccc3C2=O)c1
  1765	1735
Cn1ncc2cc(NC(N)=S)ccc21
  1627	1551

Further compounds.
Below each SMILES: SRC1 TRFRET art	SRC3 TRFRET art
COc1ccc([N+](=O)[O-])cc1NC(=O)COC(=O)C1CC1
  1666	1552
Cc1ccc(NC(=S)N(CCCN2CCOCC2)Cc2ccco2)cc1C
  1903	1591
Cc1ncc(CN2CCN(Cc3ccccc3)C(CCO)C2)s1 (centres undefined)
  1750	1590
COc1cc(C(=O)N2CCN(c3ccc(C)cc3C)CC2)cc(OC)c1OC
  1932	1467
COCCNC(=O)CC(NS(=O)(=O)c1ccc(NC(C)=O)cc1)C(C)C (centres undefined)
  1804	1537
COCCN1CCC(CNCc2cn[nH]c2-c2ccc(C)c(C)c2)C1 (centres undefined)
  1744	1544
CC(Nc1nc(N2CCNCC2)nc2ccccc12)c1ccccc1 (centres undefined)
  1974	1788
CN(C)S(=O)(=O)N1CCCC(C(=O)c2ccc(-c3ccccc3)cc2)C1 (centres undefined)
  1820	1618
CC(=O)c1cccc(NC(=O)C(OC(=O)c2ccccc2NS(=O)(=O)c2cccs2)c2ccccc2)c1 (centres undefined)
  1728	1493
Cc1ccn2cc(CC(=O)O)nc2c1
  1846	1562
C=CCC(=O)NC(C)c1cnn(-c2ccccc2C)c1C (centres undefined)
  1726	1639
CCCN(Cc1ccccc1)C(=S)Nc1ccc(SC(F)F)cc1
  1937	1794
CCOC(=O)N1CCN(C(=O)c2ccc(OC(C)=O)cc2)CC1
  1764	1746
CC1=NN(c2ccc(C)cc2C)C(=O)C1C(c1cccc(O)c1)C1C(=O)N(c2ccc(C)cc2C)N=C1C (centres undefined)
  1856	1632
Cn1c(N)c(C(=O)c2ccc(Oc3ccccc3)cc2)c(=O)n(C)c1=O
  1919	1975
COc1cc(NC(=O)c2ccccc2Cl)ccc1NC(=O)c1cccs1
  1880	1650
CNS(=O)(=O)c1cnccc1N1CCN(C)CC1
  1443	1651
Cc1cccn2c(=O)c(/C=C(\C#N)C(=O)NC3CCS(=O)(=O)C3)c(N3CCC(C(N)=O)CC3)nc12 (centres undefined)
  2041	1579
COc1ccc(NS(=O)(=O)c2cccc(C(=O)N/N=C/c3ccc(O)cc3)c2)cc1
  1999	1557
O=C(NCCn1cc(SCc2ccccc2F)c2ccccc21)c1c(F)cccc1F
  1794	1728
CCCC(=O)Nc1ccc(C(=O)NN=C(C2CC2)C2CC2)cc1
  1871	1621
COc1ccccc1CNC(=O)c1cc(-c2cccnc2)nc2ccccc12
  1774	1394
O=C(c1cccnc1Nc1ccccc1F)N1CCOCC1
  1965	1651
OCC1(Cc2ccccc2)CCCN(Cc2ccn[nH]2)C1 (centres undefined)
  1725	1584
Cc1cccc(C)c1-n1c(C)cc(/C=N/NC(=O)CSc2ncccn2)c1C
  1707	1602
CNC(=O)COC(=O)c1cc2c(s1)CCCC2
  1856	1527
CC1(C)CC(=O)/C(=C(\O)CCCN2C(=O)c3ccccc3C2=O)C(=NCC(=O)O)C1
  1473	1568
N#CCCn1nc(-c2ccccc2)cc1Nc1ccccc1NC(=O)c1cccs1
  2060	1596
COC(=O)Cn1c2ccccc2c2nc(=O)cc(C)n21
  1790	1507

Reprinted from above (five entries):
Below each SMILES: SRC1 TRFRET art	SRC3 TRFRET art
CC(Nc1nc(N2CCNCC2)nc2ccccc12)c1ccccc1 (centres undefined)
  1974	1788
CN(C)S(=O)(=O)N1CCCC(C(=O)c2ccc(-c3ccccc3)cc2)C1 (centres undefined)
  1820	1618
CC(=O)c1cccc(NC(=O)C(OC(=O)c2ccccc2NS(=O)(=O)c2cccs2)c2ccccc2)c1 (centres undefined)
  1728	1493
Cc1ccn2cc(CC(=O)O)nc2c1
  1846	1562
C=CCC(=O)NC(C)c1cnn(-c2ccccc2C)c1C (centres undefined)
  1726	1639
